# Bfl-1 inhibitors – Bfl-1 inhibitors, primary screen, biochemical, fluorescence polarization, FITC-Bid, mouse (AID 432); Bcl-2-related protein A1 (Mus musculus); FITC-Bid BH3 peptide fluorescence polarization displacement; higher % means a stronger effect; displacement, % at 20 µM; hits with a dose series show IC50 in µM; actives 0.02% (n = 64,000); in the data active = a potency from the dose series; inactive = the rest, 99 in 100 with displacement below about 15%; also: strong numbers were not always called active
# Alkaline phosphatase – human TNAP enzyme inhibitors, biochemical, luminescent (AID 518). purified TNAP enzyme, luminescent substrate readout; higher % means a stronger effect. one-dose inhibition, % at 20 µM; IC50 in µM for titrated hits. Alkaline phosphatase, tissue-nonspecific isozyme (Homo sapiens). actives 0.09% (n = 64,000); in the data active = a potency from the dose series; inactive = the rest, 99 in 100 with inhibition below about 22%;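 also: plate controls were vehicle for no effect and reference inhibitor for full effect; many of its hits are not listed in these tables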
# Spn PMK inh – S. pneumoniae PMK inhibitors, primary screen, biochemical, mevalonate pathway, pilot trial included. phosphomevalonate kinase (Streptococcus pneumoniae D39). purified PMK, PK/LDH-coupled NADH absorbance 340 nm. inhibition, % at 10 µM. actives 0.49% (n = 65,000). AID 539, 2006;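 active = top-ranked compounds by inhibition in the single 10 µM screen, taking a fixed number of the strongest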;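 also: 0% = full reaction with DMSO carrier and 100% = background rate without enzyme reaction; no value below 0 was filed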
# LYP inhibition – LYP phosphatase inhibitors, primary screen, biochemical, DiFMUP fluorescence, recombinant catalytic domain, 10 µM (AID 606) | recombinant LYP catalytic domain, DiFMUP fluorescence; higher % means a stronger effect | 52,000 tested, under 10 active | inhibition, % at 10 µM, or IC50 in µM where a hit was titrated;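 active = IC50 under 40 µM in the dose-response test; inactive = IC50 of 40 µM or more, or never dose-tested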
# HT1080 cytotoxicity – cytotoxicity in HT1080 fibrosarcoma cells, cell-based, fluorescence readout (AID 620). actives 0.42% (n = 87,000). HT1080 viability, fluorescence; higher % means a stronger effect. one-dose cytotoxicity, % at 10 µM; EC50 in µM for titrated hits;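 also: cells exposed to compound overnight then 4 h with Alamar Blue; 0% = vehicle DMSO and 100% = killing control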
# DPM-DC inhibit – S. pneumoniae DPM-DC inhibitors, primary screen, biochemical, PK/LDH-coupled NADH fluorescence. diphosphomevalonate decarboxylase (Streptococcus pneumoniae D39). purified DPM-DC. calls only at 10 µM. actives 0.49% (n = 65,000);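 active = the 320 compounds with the highest percent inhibition in the single-dose primary screen, excluding strongly autofluorescent ones, cut at about 32% in these data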;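 also: kinetic rate of NADH fluorescence loss reporting ADP formed by the decarboxylase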
# HPDE-C7 cytotoxicity – cytotoxicity in HPDE-C7 cells, cell-based, fluorescence, HTS (AID 430) | actives 1.8% (n = 63,000) | HPDE-C7 pancreatic duct cells viability, fluorescence; higher % means a stronger effect | one-dose cytotoxicity, % at 10 µM; EC50 in µM for titrated hits;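 also: cells exposed to compound for 48 hours before viability readout; 0% = vehicle and 100% = reference cytotoxic drug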
# Spn MK inh – S. pneumoniae MK inhibitors, primary screen, biochemical, PK/LDH-coupled NADH absorbance | AID 555, 2006 | actives 0.48% (n = 65,000) | purified MK, PK/LDH-coupled NADH absorbance 340 nm | mevalonate kinase [Streptococcus pneumoniae D39] | inhibition, % at 10 µM;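 active = ranked among the strongest by inhibition in the single 10 µM screen, a fixed top-ranked set picked for dose follow-up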; also: no value below 0 was filed
# HPDE-C7K KRASV12 – cytotoxicity in KRAS-transformed pancreatic duct cells, primary screen, cell-based, fluorescence, HTS (AID 431); HPDE-C7K KRASV12 cells, Alamar Blue viability, 48 h; higher % means a stronger effect; one-dose cytotoxicity, % at 10 µM; EC50 in µM for titrated hits; actives 1.7% (n = 63,000);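 active = compounds whose percent cytotoxicity in the single-dose primary screen, scaled between solvent and toxic-drug controls, exceeds 50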;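 also: 0% = DMSO solvent wells and 100% = doxorubicin-treated wells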
# Spn PMK inh pilot replicates – recorded beside Spn PMK inh, whose call it bears; inhibition, %; measured here: pilot screen replicates
# Spn MK inh pilot replicates – also measured in Spn MK inh; calls as there; inhibition, %; measured here: pilot screen replicates
# DPM-DC inhibit pilot screen % – further read-out of DPM-DC inhibit, marked with its call; inhibition, %; measured here: pilot screen trials
# * = called active by the depositor; i = inactive; nt = not tested or not shown. Rule as the data show it, unless noted: active = cytotoxicity above about 50%; inactive = the rest. This is a random part of the collection; 3.5% or so of the library scored in one or more.
SMILES,Bfl-1 inhibitors,Alkaline phosphatase,Spn PMK inh,LYP inhibition,HT1080 cytotoxicity,DPM-DC inhibit,HPDE-C7 cytotoxicity,Spn MK inh,HPDE-C7K KRASV12,others
CC(C)(C)n1ncc2c(=O)n(CC(=O)Nc3ccc4c(c3)OCO4)cnc21,-0.3%,0.1%,9.0,2.9%,0.2%,i,-16.8%,6.0,-22.5%,
CC(=O)Oc1c(S(=O)(=O)c2ccccc2)c(C)nn1C(C)(C)C,1.5%,6.6%,8.0,-4.5%,0.3%,i,13.3%,6.0,16.2%,
Cc1noc(C)c1COc1ccc(C(=O)OC(C)C(=O)Nc2ccc(N3CCOCC3)cc2)cc1 (configuration not stated),-8.2%,2.4%,13.0,6.9%,-10.2%,i,-2.5%,4.0,9.4%,
Cc1ccc(-n2ncc(C#N)c2/N=C/N2CCCCCC2)cc1,-3.8%,1.2%,5.0,6.5%,-7.2%,i,4.6%,8.0,2.2%,
N#Cc1ccccc1NC(=O)c1ccccc1OCC(=O)NCc1ccco1,6.7%,7.0%,2.0,-6.6%,8.5%,i,5.6%,4.0,0.2%,
CCN(CC)CCCNc1cc2n(c(=O)n1)CCc1cc(OC)c(OC)cc1-2,-5.4%,-0.6%,15.0,10.0%,2.2%,nt,-8.2%,10.0,-3.8%,
O=C(NCCc1csc(-c2cccnc2)n1)c1cccs1,-1.9%,10.0%,9.0,nt,2.7%,i,-14.4%,12.0,1.4%,
Cc1ccc(C)c(OCCCC(C)(C)C(=O)O)c1,-0.7%,12.6%,0.0,10.3%,-9.6%,i,6.0%,8.0,13.1%,Spn PMK inh pilot replicates=0.5;Spn MK inh pilot replicates=0.0;DPM-DC inhibit pilot screen %=0.0
Cc1[nH]n(CCC#N)c(=O)c1CC(=O)N1CCN(c2ccccc2)CC1,-1.0%,6.7%,7.0,-0.3%,-11.1%,i,-2.4%,7.0,-2.2%,
CCOC(=O)c1ccc(N2C(=O)CC(N3CCC(C(=O)OCC)CC3)C2=O)cc1 (configuration not stated),1.1%,7.5%,0.0,nt,-0.9%,i,-5.4%,3.0,0.9%,
COc1ccc(NC(=O)Cn2nnc(-c3ccc(CN4CCOCC4)cc3)n2)c(OC)c1,-2.9%,0.0%,6.0,nt,1.0%,i,18.8%,6.0,18.7%,
Cc1ccc(S(=O)(=O)N2CCC(C(=O)N[C@H](C(=O)NCC3CCCO3)C(C)C)CC2)cc1 (some centres not stated),-9.1%,12.7%,15.0,1.8%,1.8%,i,nt,11.0,nt,
CC1(C)CC(=O)C(C=Nc2ccc(Cl)cn2)=C(O)C1,-6.5%,-7.3%,5.0,8.5%,5.2%,i,-11.8%,2.0,-10.9%,
CCN(CC)C(=O)CSc1nnc(-c2ccc(S(=O)(=O)NCc3ccccc3Cl)cc2)o1,1.2%,12.7%,19.0,nt,15.7%,i,-24.2%,0.0,-4.8%,
Clc1ccc(OCc2nc(-c3ccncc3)no2)c(Cl)c1,-0.5%,6.6%,3.0,-55.7%,-4.1%,i,-6.9%,0.0,-3.6%,
CC(NS(=O)(=O)c1ccc(F)cc1)C(=O)NCc1ccncc1 (configuration not stated),21.9%,6.9%,8.0,7.9%,6.1%,i,1.1%,9.0,-18.1%,
CCOC(=O)c1ccc(NC(=O)N2CCN(S(C)(=O)=O)CC2)cc1,-0.8%,9.7%,5.0,0.1%,-2.8%,i,-1.4%,9.0,0.0%,
O=C(Cn1nnc(-c2ccc(CN3CCOCC3)cc2)n1)NC1CCCCC1,4.1%,6.6%,5.0,5.6%,1.1%,i,-22.2%,12.0,0.4%,Spn PMK inh pilot replicates=0.0;Spn MK inh pilot replicates=0.0;DPM-DC inhibit pilot screen %=0.5
CCCOc1ccc(C(=O)N2CCCC2)cc1OC,5.1%,5.8%,5.0,5.1%,-5.1%,i,1.3%,6.0,1.2%,
CCC(C)c1ccc(NC(=O)C2CC2)cc1 (configuration not stated),-7.2%,13.8%,3.0,2.9%,1.2%,i,-2.3%,0.0,5.9%,Spn PMK inh pilot replicates=3.5;Spn MK inh pilot replicates=1.5;DPM-DC inhibit pilot screen %=0.0
CCc1ccc(NC(=O)CS(=O)CC(=O)Nc2ccc(F)cc2F)cc1 (configuration not stated),-7.8%,11.3%,11.0,8.7%,9.0%,i,-34.7%,8.0,-32.4%,
O=C(O)CCC(=O)N1CCc2cc(S(=O)(=O)N3CCCCC3)ccc21,0.4%,11.4%,15.0,-2.8%,-1.3%,i,-14.8%,4.0,-16.7%,
CCOC(=O)N1CCN(c2nc(SC)nc3sc4c(c23)CC(C)(C)OC4)CC1,-4.9%,12.5%,0.0,-18.6%,1.2%,i,-2.7%,8.0,-7.1%,
CCN1C(=O)C2(C(C#N)=C(N)Oc3c2c(C)nn3-c2ccccc2)c2ccccc21 (configuration not stated),-2.3%,2.1%,15.0,nt,-52.3%,i,-16.0%,5.0,-9.4%,
CCN(CC)CCNC(=O)C1CCC(=O)N1CCc1ccccc1 (configuration not stated),0.4%,4.4%,13.0,3.9%,13.8%,i,-2.1%,8.0,3.8%,
CCOC(=O)/C=C1\SCC(=O)N1CC(=O)Nc1ccc2c(c1)CCC2,-4.2%,5.0%,14.0,17.0%,-1.0%,i,1.0%,0.0,-5.0%,
Cc1ccc(C(=O)OC2CCOC2=O)cc1NC(=O)c1ccco1 (configuration not stated),nt,nt,10.0,nt,-5.0%,i,nt,0.0,nt,
CCCCSc1nc2c(cnn2-c2ccc(F)cc2)c(=O)[nH]1,4.9%,12.0%,0.0,-12.5%,-1.3%,i,-30.5%,5.0,-20.9%,Spn PMK inh pilot replicates=10.5;Spn MK inh pilot replicates=0.0;DPM-DC inhibit pilot screen %=0.0
CCOC(=O)c1c(NC(=O)c2cccs2)sc2c1CCCC2,3.2%,10.1%,19.0,5.4%,nt,nt,-8.6%,14.0,-15.8%,
CN(C)c1ccc(CN(C(=O)COc2ccccc2)C2CCS(=O)(=O)C2)cc1 (configuration not stated),-5.2%,9.8%,9.0,1.4%,-6.4%,i,-30.8%,4.0,-24.4%,
CC(OC(=O)c1ccc2ccccc2n1)C(=O)Nc1ccc(N2CCOCC2)cc1 (configuration not stated),-3.4%,2.4%,14.0,-0.7%,-10.5%,i,3.4%,0.0,7.1%,
O=C(Nc1ccccc1C(=O)N1CCOCC1)C1CCC(=O)N1C1CCCC1 (configuration not stated),-4.1%,20.0%,2.0,0.5%,5.3%,i,-5.7%,8.0,5.3%,Spn PMK inh pilot replicates=1.0;Spn MK inh pilot replicates=0.0;DPM-DC inhibit pilot screen %=4.5
Cc1ccc(C2C3=C(CCCC3=O)Nc3nc(SCC(=O)NCc4ccco4)[nH]c(=O)c32)cc1 (configuration not stated),0.1%,20.9%,7.0,17.1%,2.4%,i,-2.5%,9.0,-6.7%,
COCC(C)NC(=O)c1ccc(Cl)c(Cl)c1 (configuration not stated),-2.6%,-0.5%,4.0,3.8%,-0.4%,i,-0.7%,0.0,6.3%,
COC(=O)Nc1ccc2c(c1)N(C(=O)CCN1CCN3CCCC3C1)c1ccccc1S2 (configuration not stated),-12.1%,9.7%,12.0,18.9%,-0.5%,i,1.7%,12.0,5.1%,
Cc1ccc(-n2nnc3c(=O)n(CC(=O)NCc4ccco4)cnc32)cc1,-3.8%,5.0%,9.0,nt,-2.0%,i,-3.4%,5.0,-3.6%,

# Seven structures out of the list, ordered by number of heavy atoms, descending:
SMILES,Bfl-1 inhibitors,Alkaline phosphatase,Spn PMK inh,LYP inhibition,HT1080 cytotoxicity,DPM-DC inhibit,HPDE-C7 cytotoxicity,Spn MK inh,HPDE-C7K KRASV12,others
Cc1ccc(C2C3=C(CCCC3=O)Nc3nc(SCC(=O)NCc4ccco4)[nH]c(=O)c32)cc1 (configuration not stated),0.1%,20.9%,7.0,17.1%,2.4%,i,-2.5%,9.0,-6.7%,
COc1ccc(NC(=O)Cn2nnc(-c3ccc(CN4CCOCC4)cc3)n2)c(OC)c1,-2.9%,0.0%,6.0,nt,1.0%,i,18.8%,6.0,18.7%,
CCOC(=O)N1CCN(c2nc(SC)nc3sc4c(c23)CC(C)(C)OC4)CC1,-4.9%,12.5%,0.0,-18.6%,1.2%,i,-2.7%,8.0,-7.1%,
CC(C)(C)n1ncc2c(=O)n(CC(=O)Nc3ccc4c(c3)OCO4)cnc21,-0.3%,0.1%,9.0,2.9%,0.2%,i,-16.8%,6.0,-22.5%,
Cc1[nH]n(CCC#N)c(=O)c1CC(=O)N1CCN(c2ccccc2)CC1,-1.0%,6.7%,7.0,-0.3%,-11.1%,i,-2.4%,7.0,-2.2%,
Cc1ccc(C(=O)OC2CCOC2=O)cc1NC(=O)c1ccco1 (configuration not stated),nt,nt,10.0,nt,-5.0%,i,nt,0.0,nt,
CC1(C)CC(=O)C(C=Nc2ccc(Cl)cn2)=C(O)C1,-6.5%,-7.3%,5.0,8.5%,5.2%,i,-11.8%,2.0,-10.9%,

# (more compounds)
SMILES,Bfl-1 inhibitors,Alkaline phosphatase,Spn PMK inh,LYP inhibition,HT1080 cytotoxicity,DPM-DC inhibit,HPDE-C7 cytotoxicity,Spn MK inh,HPDE-C7K KRASV12,others
O=C(CC12CC3CC(C1)CC(CC(=O)NC1=NCCS1)(C3)C2)NC1=NCCS1,-3.1%,8.7%,10.0,-5.0%,10.7%,i,-15.1%,9.0,-4.4%,
Brc1ccc(-c2nn3c(Cc4ccccc4)nnc3s2)o1,1.9%,5.8%,9.0,14.5%,-5.1%,i,5.2%,15.0,-3.8%,
CCCNC(=O)Cn1cnc2sc(C(=O)N3CCCC(C(=O)OCC)C3)c(C)c2c1=O (configuration not stated),0.5%,14.2%,5.0,nt,0.6%,i,6.5%,5.0,4.3%,
COC(=O)c1ccc(COc2ccc3c(C)c(C)c(=O)oc3c2)o1,1.7%,5.4%,8.0,-0.8%,-4.9%,nt,-1.8%,6.0,-4.2%,
COc1cc2cc(C(=O)Nc3ccccc3)c(N)nc2cc1OC,-3.3%,7.4%,0.0,14.2%,11.0%,nt,-7.2%,10.0,-5.3%,
CCOC(=O)C1CCCN(C(=O)COC(=O)c2cc(=O)c3ccccc3o2)C1 (configuration not stated),-2.3%,14.3%,0.0,-25.2%,13.5%,i,-6.8%,13.0,-2.2%,
CCOC(=O)c1[nH]cnc1C(=O)Nc1ccncc1,-4.0%,-0.3%,0.0,-7.0%,nt,i,-0.1%,4.0,1.5%,
COCCn1c(SCC(N)=O)nc2c(c1=O)SC(C)C2 (configuration not stated),-1.8%,9.4%,9.0,nt,2.8%,i,-0.9%,8.0,1.9%,
